FLuc modulator: firefly luciferase modulation, counter-screen for miR-21 project; P08659; purified FLuc, Km substrates, luminescence inhibition; Potency, µM (highest dose often 57.5 µM), for inactives: at the highest dose activity change, negative = inhibition, hits mostly inhibitors; 360,000 compounds, 6.9% hits;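 also: plate controls were vehicle for no effect and reference inhibitor for full effect; nearly all actives have a fitted effect of over 55% in size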
Target sequence (P08659 whole entry, looked up): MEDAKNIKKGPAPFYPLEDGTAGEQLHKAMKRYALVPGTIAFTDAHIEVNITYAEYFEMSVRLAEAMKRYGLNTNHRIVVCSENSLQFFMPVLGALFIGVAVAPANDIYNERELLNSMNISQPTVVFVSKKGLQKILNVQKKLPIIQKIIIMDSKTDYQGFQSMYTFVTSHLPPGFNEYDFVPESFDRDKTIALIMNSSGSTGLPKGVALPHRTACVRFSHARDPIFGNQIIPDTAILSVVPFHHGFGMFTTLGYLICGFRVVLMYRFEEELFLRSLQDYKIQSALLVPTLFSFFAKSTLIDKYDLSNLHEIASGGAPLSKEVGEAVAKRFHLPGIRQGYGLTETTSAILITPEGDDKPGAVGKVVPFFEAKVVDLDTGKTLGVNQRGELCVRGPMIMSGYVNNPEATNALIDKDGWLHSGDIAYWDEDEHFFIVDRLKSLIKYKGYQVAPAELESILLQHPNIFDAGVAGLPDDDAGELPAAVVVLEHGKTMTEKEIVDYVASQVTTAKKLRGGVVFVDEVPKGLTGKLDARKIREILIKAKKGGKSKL
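Purified P. pyralis luciferase, 10 nM final, with Km-level 10 uM D-luciferin and 10 uM ATP in 50 mM Tris acetate pH 7.5, 10 mM Mg acetate, 0.01% Tween-20, 0.05% BSA; 6-point qHTS titration about 60 µM downward; luminescence read.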
ELG1 genotox: inducers of genotoxicity in HEK293T ELG1-luciferase cells; HEK293T ELG1-luciferase reporter, luminescence, 16 h; Potency, µM (top dose mostly 46 µM), for inactives: at the highest dose activity change, positive = activation, hits mostly activators; 330,000 compounds, 1.3% hits; also: % of control where 0% means no effect; nearly all actives have a fitted effect of over 60% in size
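Cells (2,000/well) expressing the ELG1-luciferase fusion are dosed by pin tool and kept 16 hr at 37 °C, 5% CO2. Signal comes from ONE-Glo luciferase reagent after 30 min at room temperature.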
RORg inh: inhibitors of mouse ROR gamma transcriptional activity; P51450; 310,000 compounds, 5.4% hits; Drosophila S2 Gal4-RORgamma UAS-luciferase reporter, 20 h; Potency, µM (top dose mostly 53.6 µM), for the others: at the top dose activity change, negative = inhibition, actives largely listed as inhibitors; AID 2551; also: % is scaled to controls: 0 for no effect and ±100 for the full control effect; nearly all actives have a fitted effect of over 60% in size
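Stably transfected Drosophila Schneider cells are the test system, with ROR gamma fused to Gal4 and luciferase under UAS control; luminescence is read after 20 hr of 700 uM copper sulfate induction at ambient temperature.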
NPC1 promoter act: activators of NPC1 promoter. Huh7 NPC1 promoter luciferase reporter, 24 h. Potency, µM (series often up to 9.22 µM), for the others: at the top dose activation, most hits filed as activators. 320,000 compounds, 2.4% hits. AID 485313;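 also: % of control where 0% means no effect; nearly all actives have a fitted effect of over 60% in size; reporter is driven by a mutant NPC1 promoter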
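Readout is luciferase luminescence, reflecting NPC1 promoter activation in stably transfected Huh7 cells after 24 h compound exposure at 37 °C in reduced-serum medium with 10% FBS.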
Rab9 prom act: Rab9 promoter activation; Huh7 Rab9 promoter-luciferase reporter, luminescence, 24 h; Potency, µM (series often up to 9.22 µM), without a hit: top-dose activation, negative = inhibition, actives largely listed as activators; 320,000 compounds, 2.8% hits; AID 485297; also: % of control where 0% means no effect; nearly all actives have a fitted effect of over 60% in size
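Rab9 promoter-driven luciferase in stably transfected Huh7 cells; 1500 cells/well rested 2 h, exposed to compound in DMSO for 24 h at 37 °C, 5% CO2. Luminescence read 10 min after adding luciferase reagent at ambient temperature.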
MLL CXXC-DNA inh: blocks binding of human MLL CXXC domain to DNA | Potency, µM (series often up to 115 µM), for inactives: top-dose activity change, negative = inhibition, actives largely listed as inhibitors | Q03164 | AID 2662 | 290,000 compounds, 0.037% hits | MLL-CXXC / FITC-HOXA9 DNA fluorescence polarization; active = well fitted inhibition curve with a large enough effect in the polarisation, with a control signal flat, not every such curve was filed as active; inconclusive = small, poorly fitted or top-dose-only effect, or effect the other way, or a change in a side signal; inactive = no such curve, though single readings can be large or run the other way; the % refers to the polarisation
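Steps: dispense CXXC domain solution (7 uM) → pin compounds or unlabeled HOX-A9 DNA control → 5 min ambient → add FLSN-HOX-A9 solution (50 nM) → spin → 30 min ambient → fluorescence polarization. Tris pH 7.5/NaCl/DTT/BSA buffer.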
p53 reactivator: restores transcriptional activity of mutant p53 | Potency, µM (top dose mostly 92.2 µM), inactives show top-dose activity change, positive = activation, actives largely listed as activators | H1299 p53-A138V BP100-luciferase reporter, luminescence, 24 h | 320,000 compounds, 0.063% hits; also: % of control where 0% means no effect; nearly all actives have a fitted effect of over 45% in size
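p53-null H1299 cells stably carrying temperature-sensitive p53-A138V and a BP100-luciferase reporter were pinned with compounds (4-point, 1:5 series) and held 24 hrs at 37 deg C. Luminescence was read 10 min after detection reagent.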
uPA surface inh: inhibitors of cell surface uPA generation; cell surface uPA generation assay, qHTS; 330,000 compounds, 0.31% hits; Potency, µM (titrated, usually from 38.3 µM), without a hit: at the top dose activity change, negative = inhibition, most hits filed as inhibitors; active = well fitted inhibition curve with a large enough effect; inconclusive = small, poorly fitted or top-dose-only effect; inactive = no such curve, though single readings can be large or run the other way; tested in mouse RAW 264.7 cells; also: % is scaled to controls: 0 for no effect and ±100 for the full control effect; nearly all actives have a fitted effect of over 55% in size
MBNL1 CUG block: inhibitors of human MBNL1 binding to CUG repeat RNA. Q9NR56. TR-FRET MBNL1-His/biotin-(CUG)12 binding, 665/545 ratio. Potency, µM (doses to about 57.5 µM), inactives show top-dose activity change, negative = inhibition, actives largely listed as inhibitors. 280,000 compounds, 0.036% hits. AID 2675; active = well fitted inhibition curve with a large enough effect in the signal ratio, with a control signal flat, not every such curve was filed as active; inconclusive = small, poorly fitted or top-dose-only effect, or effect the other way, or a change in a side signal; inactive = no such curve, though single readings can be large or run the other way; the % refers to the signal ratio; also: % is scaled to controls: 0 for no effect and ±100 for the full control effect
Target sequence (Q9NR56 whole entry, looked up): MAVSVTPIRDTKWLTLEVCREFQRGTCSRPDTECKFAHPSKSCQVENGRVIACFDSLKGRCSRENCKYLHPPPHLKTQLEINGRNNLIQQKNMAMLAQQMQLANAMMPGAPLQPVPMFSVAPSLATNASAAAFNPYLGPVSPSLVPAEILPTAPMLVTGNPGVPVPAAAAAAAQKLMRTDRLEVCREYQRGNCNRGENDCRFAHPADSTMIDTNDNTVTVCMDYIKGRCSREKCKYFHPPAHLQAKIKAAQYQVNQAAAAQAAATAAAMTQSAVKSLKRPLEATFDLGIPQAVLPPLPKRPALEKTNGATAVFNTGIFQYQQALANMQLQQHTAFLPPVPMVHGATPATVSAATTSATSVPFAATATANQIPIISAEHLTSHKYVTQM
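Compounds (final 92 nM to 58 uM) are added to His-tagged MBNL1 and biotin-(CUG)12, then terbium anti-His antibody and streptavidin-XL665 (5 nM final). After 60 min at room temperature, the 665/545 nm ratio is read.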
Gal4-VP16 FLuc: inhibits Gal4-VP16 luciferase reporter, ROR gamma counter-screen | Drosophila S2 Gal4-VP16 UAS-luciferase, luminescence, 20 h | Potency, µM (doses to about 53.6 µM), for inactives: at the highest dose activity, negative = inhibition, usual class: inhibitors | 310,000 compounds, 3.5% hits | AID 2546;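 also: Gal4-VP16 expression switched on by copper sulfate through the metallothionein promoter; % is scaled to controls: 0 for no effect and ±100 for the full control effect; nearly all actives have a fitted effect of over 50% in size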
BRCA1 expr up: BRCA1 expression activation | MCF7-BRCA1-FFLuc reporter, luminescence, 48 h; response scale: scaled: vehicle 0%, 10 µM genistein 100% | Potency, µM (doses to about 46.1 µM), for inactives: at the highest dose activation, most hits filed as activators | 380,000 compounds, 1.1% hits; also: nearly all actives have a fitted effect of over 80% in size; some results filed as inactive show a strong effect at the top dose
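Reporter cells (MCF7, BRCA1 promoter-firefly luciferase) received library compounds across a concentration series for 48 h. End-point luminescence was measured and concentration-effect curves derived after normalization.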
Starred values were filed as active, the others as inactive; u = inconclusive; x = no result given; [ ] = another dose, or the depositor's remark. Unless noted, calls follow the shape of the dose curve; as a rule, active = well fitted curve in the direction sought with a large enough effect; inconclusive = small, poorly fitted or top-dose-only effect, or another doubt; inactive = no such curve, though single readings can be large; an effect the other way counts as inactive or inconclusive. Potency is read from the fitted curve at half-maximal effect. These rows are one share of the data; count on the stated rates, not on these rows.

Fields: FLuc modulator	ELG1 genotox	RORg inh	NPC1 promoter act	Rab9 prom act	MLL CXXC-DNA inh	p53 reactivator	uPA surface inh	MBNL1 CUG block	Gal4-VP16 FLuc	BRCA1 expr up
Cc1nn2c3ccccc3nc2c2ccccc12
    u	4%	u	1%	-5%	-12%	-1%	-4%	-9%	-23%	-73%
O=C(CSc1nccn1-c1ncc(C(F)(F)F)cc1Cl)c1ccc(Cl)cc1
    u	33%	16µM*	4µM*	3.5µM*	2%	16%	1%	-9%	u	21%
CN(C)S(=O)(=O)c1cccc(NC(=S)N/N=C/c2ccco2)c1
    u	-2%	1.1µM*	2%	1%	-3%	-1%	-10%	6%	3.2µM*	2%
CCOc1ccc(NS(=O)(=O)c2ccc(OC)c(C)c2)cc1
    -2%	-6%	-5%	-6%	-2%	-15%	0%	x	-9%	0%	-16%
Cc1onc(-c2ccccc2)c1C(=O)N1CCN(S(=O)(=O)c2ccccc2Br)CC1
    0%	-6%	13%	1%	2%	-4%	4%	-6%	-7%	-2%	-32%
Cc1cccc(-n2nnnc2SCC(=O)NCCN2C(=O)CSC2=O)c1
    7%	2%	9%	1%	4%	-3%	-7%	0%	-14%	-5%	11%
Cc1ccc(NC(=O)c2sc3ncn(CC(=O)N4CCOCC4)c(=O)c3c2C)c(Br)c1
    u	13%	u	10%	16%	-8%	15%	-6%	8%	u	-6%
CCOC(=O)N1CCC(NS(=O)(=O)c2ccc(NC(C)=O)c(Cl)c2)CC1
    -1%	-11%	u	-7%	-20%	-1%	-3%	-5%	-2%	u	-47%
Cc1cccc(C)c1NC(=O)COC(=O)CNC(=O)C1CCCCC1
    x	1%	x	1%	-3%	x	-7%	2%	x	x	5%
COc1ccc(NC(=O)c2sc3nc(N4CCCC4)c4c(c3c2N)CC(C)(C)OC4)cc1
    -2%	1%	21%	-11%	-5%	1%	-15%	-5%	31%[activator]	-9%	-15%
CN(C(=O)c1ccc2c(Cl)c3c(nc2c1)CCC3)c1ccccc1
    21µM*	u	27%	u	u	-1%	25%	-11%	4%	8%	6.3µM*
O=C1CCCN1CCCNS(=O)(=O)c1ccccc1
    -1%	0%	x	-5%	1%	0%	x	-5%	-8%	x	-1%
CCOCCCNC(=O)c1c[nH]c2cc(C)ccc2c1=O
    -4%	2%	-16%	0%	-3%	-3%	19%	3%	-5%	-12%	31%
Cn1c(=O)c2c(ncn2CC(=O)OCC(=O)NCc2ccccc2Cl)n(C)c1=O
    -1%	1%	13%	-4%	-4%	1%	12%	-1%	-9%	-3%	16%
O=C(NC1CCN(Cc2ccccc2)C1)c1cc(COc2ccc(F)cc2F)on1 (stereo not drawn)
    -4%	-1%	13%	0%	-3%	0%	-4%	-4%	2%	-9%	2%

A draw from above in order of count of non-hydrogen atoms, low to high:
Fields: FLuc modulator	ELG1 genotox	RORg inh	NPC1 promoter act	Rab9 prom act	MLL CXXC-DNA inh	p53 reactivator	uPA surface inh	MBNL1 CUG block	Gal4-VP16 FLuc	BRCA1 expr up
O=C1CCCN1CCCNS(=O)(=O)c1ccccc1
    -1%	0%	x	-5%	1%	0%	x	-5%	-8%	x	-1%
CN(C)S(=O)(=O)c1cccc(NC(=S)N/N=C/c2ccco2)c1
    u	-2%	1.1µM*	2%	1%	-3%	-1%	-10%	6%	3.2µM*	2%
CN(C(=O)c1ccc2c(Cl)c3c(nc2c1)CCC3)c1ccccc1
    21µM*	u	27%	u	u	-1%	25%	-11%	4%	8%	6.3µM*
Cc1cccc(C)c1NC(=O)COC(=O)CNC(=O)C1CCCCC1
    x	1%	x	1%	-3%	x	-7%	2%	x	x	5%
Cn1c(=O)c2c(ncn2CC(=O)OCC(=O)NCc2ccccc2Cl)n(C)c1=O
    -1%	1%	13%	-4%	-4%	1%	12%	-1%	-9%	-3%	16%
Cc1ccc(NC(=O)c2sc3ncn(CC(=O)N4CCOCC4)c(=O)c3c2C)c(Br)c1
    u	13%	u	10%	16%	-8%	15%	-6%	8%	u	-6%

Going on with the list.
Fields: FLuc modulator	ELG1 genotox	RORg inh	NPC1 promoter act	Rab9 prom act	MLL CXXC-DNA inh	p53 reactivator	uPA surface inh	MBNL1 CUG block	Gal4-VP16 FLuc	BRCA1 expr up
COc1ccc(N2CCN(C(=O)c3ccc(NS(=O)(=O)c4ccc(F)c(F)c4)cc3)CC2)cc1
    u	4%	u	17%	0%	2%	1%	-3%	-10%	0%	13%
O=C(Cn1nc(-c2ccccc2F)ccc1=O)NCc1ccc2c(c1)OCO2
    -3%	0%	-4%	1%	3%	1%	-10%	x	10%	3%	-7%
CCn1c(O)c(N=NC(=O)c2cccnc2)c2cc(Br)ccc21
    2%	-3%	25%	-1%	2%	-7%	6%	-4%	7%	3%	-39%
O=C(NCc1cccnc1)c1cccnc1Sc1ccc(Cl)cc1
    2%	3%	11%	0%	-2%	-9%	1%	x	-7%	-3%	-15%
O=C(Nc1nccs1)c1ccc([N+](=O)[O-])cc1
    -13%	14%	8.9µM*	u	30%	-7%	8%	-1%	u	-7%	u
CCN(Cc1ccncc1)C(=O)CSc1ccc2ccccc2c1
    -13%	-4%	14%	5%	0%	-6%	-7%	1%	u	3%	-24%
Cc1cc(C)nc(N2CCN(C(=O)CCC(=O)Nc3nnc(C(C)C)s3)CC2)n1
    -1%	10%	8%	8%	15%	4%	2%	0%	-10%	7%	-13%
COc1cc(NC(=O)c2ccccc2)cc(OC)c1
    19µM*	u	13%	6.3µM*	u	-3%	18%	-1%	1%	-1%	47%
CCCNC(=O)c1onc(CSc2ccc(F)cc2)c1C(=O)NC(C)C
    3%	2%	x	-2%	-6%	x	0%	9%	x	x	-5%
CC(C)(C)n1nc2c(c1NC(=O)c1cc([N+](=O)[O-])ccc1Cl)CS(=O)(=O)C2
    0%	-8%[9.26 µM]	-31%	1%	12%	0%	8%	-22%	u	-5%	-22%
Cc1cccc(OCC(=O)N(Cc2ccc(C)o2)C2CCS(=O)(=O)C2)c1 (stereo not drawn)
    3%	3%	3%	3%	-5%	-6%	-5%	3%	-9%	4%	-1%
CCN(CC)c1ccc(S(=O)(=O)N2CCOCC2)cc1NC(=O)CSc1nncs1
    -1%	0%	x	3%	2%	x	-1%	-1%	x	x	-4%
O=C(NCCN=C1NS(=O)(=O)c2ccccc21)c1ccc(S(=O)(=O)N2CCOCC2)cc1
    -2%	0%	8%	0%	-3%	-5%	-2%	-4%	-8%	-9%	2%
N#C/C(=C\C=C\c1ccccc1[N+](=O)[O-])C(=O)NC1CCCCC1
    -4%	-20%	u	-9%	-4%	-7%	-9%	-7%	14%	-16%	-80%
CC(C)(C)OC(=O)[C@H](Cc1ccccc1)NC(=O)c1nc[nH]c1C(=O)N[C@@H](Cc1ccccc1)C(=O)OC(C)(C)C
    0%	-10%	7.9µM*	-10%	-3%	3%	-2%	u	-8%	u	-73%

Next results:
Fields: FLuc modulator	ELG1 genotox	RORg inh	NPC1 promoter act	Rab9 prom act	MLL CXXC-DNA inh	p53 reactivator	uPA surface inh	MBNL1 CUG block	Gal4-VP16 FLuc	BRCA1 expr up
COc1ccc2c(C)cc3n[nH]c(=S)n3c2c1
    -3%	-9%	3%	-3%	1%	7%	0%	1%	x	0%	-1%
COc1ccc(NC(=O)C(=O)NCCC2=CCCCC2)c(OC)c1
    3%	6%	-16%	-2%	0%	9%	1%	-2%	-6%	-4%	4%
Cn1cccc1/C=N/NC(=O)c1ccc(OC(F)(F)C(F)F)cc1
    12µM*	13%	2µM*	14%	20%	0%	27%	-2%	30%	5.6µM*	49%
Cc1cc(C)n(CC(=O)N2c3ccccc3Sc3ccc(C(F)(F)F)cc32)n1
    1%	2%	-29%	-4%	-5%	5%	-7%	-2%	15%	0%	-6%
CN1CCN(c2ccc(C(=O)c3ccc(Br)cc3)cc2[N+](=O)[O-])CC1
    0%	-8%	-8%	0%	0%	-3%	6%	-6%	u	0%	-31%

Assay outcomes from PubChem BioAssay.
